Assay outcomes deposited in PubChem BioAssay by National Center for Advancing Translational Sciences (NCATS).
Nrf2 activator: Nrf2 pathway activation. AREc32 ARE-luciferase reporter (MCF7-derived line), luminescence, 24 h. Potency, µM (highest dose often 46.1 µM), for the others: at the top dose activation, most hits filed as activators. 410,000 tested, 0.31% active. AID 624171; note: potency is the fitted concentration of half-maximal effect; % of control where 0% means no effect; nearly all actives have a fitted effect of over 65% in size
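Luciferase luminescence (Steady-Glo, 30 min at room temperature) served as the read-out of ARE activation in AREc32 cells treated with compounds for 24 hr at 37 deg C.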
A549 viability: counter-screen for Nrf2 inhibitors: cytotoxicity in A549 cells; A549 ARE-Fluc cells, CellTiter-Fluor viability, 18-24 h; Potency, µM (series often up to 46 µM), without a hit: top-dose activity change, negative = cytotoxicity, actives largely listed as inhibitors; 390,000 tested, 0.16% active; note: potency is the fitted concentration of half-maximal effect; % is set by controls: 0 for no effect and ±100 for the full control effect
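A549 ARE_Fluc cells in 5% FBS OPTI-MEM were exposed to compounds in concentration-response for 18-24 h at 37 deg C. Viability was read by CellTiter-Fluor fluorescence (Ex 405/Em 525) after 30 min, before the luciferase read.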
CCT modulator: modulators of cytosolic chaperonin (CCT/TRiC) activity | activity change, % (test concentration not listed), hits read low | 360,000 tested, 0.3% active | purified chaperonin ATPase assay, HTRF ADP detection, 30 min; in the data active = activity change below about -30%; note: % is set by controls: 0 for no effect and ±100 for the full control effect
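First, chaperonin was dispensed at 40 nM or 20 nM final depending on batch activity. Next, compounds were pinned at 76 uM and ATP added at 10 uM. After 30 min at 37 °C, ADP detection reagents ran 30 min at ambient temperature.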
HepG2 tox: kills HepG2 cells in TGF-b inhibitor counter-screen; HepG2 CAGA-GFP viability, ATP luminescence, 18 h; Potency, µM (doses to about 46.1 µM), inactives show at the highest dose activity change, negative = cytotoxicity, most hits filed as cytotoxic; 410,000 tested, 0.76% active; AID 588856; note: potency is the fitted concentration of half-maximal effect; some results filed as inactive show a strong effect at the top dose
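HepG2 CAGA-GFP cells (1000/well, DMEM with 1% FBS) received compound, then TGF-beta at 500 pg/mL final, and were incubated 18 hours at 37 degrees C. Viability was read by CellTiter-Glo luminescence. Media-only wells were set as complete cell-killing and DMSO as no toxicity.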
Nrf2 block: inhibitors of Nrf2 signaling. AID 504444. A549 ARE-Fluc reporter, luciferase luminescence, 18-24 h. 360,000 tested, 2.1% active. Potency, µM (titrated, usually from 46 µM), for the others: at the top dose activity change, negative = inhibition, usual class: inhibitors; note: potency is the fitted concentration of half-maximal effect; % is set by controls: 0 for no effect and ±100 for the full control effect; nearly all actives have a fitted effect of over 60% in size
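A549 ARE_Fluc cells, 5000/well, 5% FBS OPTI-MEM; compounds in dose-response, 18-24 h at 37 °C/5% CO2; CellTiter-Fluor viability read (Ex 405/Em 525), then BugLite luciferase luminescence = Nrf2 activity.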
ATXN viability: cell viability loss in ATXN counter-screen; S2 cells (HEK-293 line with an ATXN2-luciferase reporter) viability, CellTiter-Fluor protease fluorescence, 24 h; Potency, µM (series often up to 56.7 µM), most hits filed as cytotoxic; 400,000 tested, 0.49% active; AID 651635; note: potency is the fitted concentration of half-maximal effect; nearly all actives have a fitted effect of over 40% in size
TGFb inhibitor: blocks TGF-b signaling; HepG2 CAGA-GFP TGF-b/SMAD3 reporter, GFP fluorescence, 18 h; TGF-beta stimulated, 500 pg/mL final; Potency, µM (doses to about 46.1 µM), inactives show at the highest dose activity, negative = inhibition, hits mostly inhibitors; 410,000 tested, 1.2% active; note: potency is the fitted concentration of half-maximal effect; % is set by controls: 0 for no effect and ±100 for the full control effect; nearly all actives have a fitted effect of over 65% in size
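Inhibition of TGF-beta-driven CAGA-GFP reporter expression in HEPG2 cells is measured by cellular GFP fluorescence after 18 h stimulation with 500 pg/mL recombinant TGF-beta in 1% FBS medium at 37 degrees C.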
Mm-Cpn inhibitor: blocks the Methanococcus maripaludis chaperonin Mm-Cpn | purified Mm-Cpn ATPase, ADP Transcreener TR-FRET | Potency, µM (series often up to 76.9 µM), inactives show at the highest dose activity, negative = inhibition, hits mostly inhibitors | 330,000 tested, 0.031% active; note: potency is the fitted concentration of half-maximal effect; % is set by controls: 0 for no effect and ±100 for the full control effect; nearly all actives have a fitted effect of over 80% in size
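Reaction buffer contained 30 mM Tris pH 7.4, 100 mM KCl, 5 mM MgCl2 and 1 mM DTT. Mm-CPN (25 nM final) hydrolysed 10 uM ATP over 30 min at 37°C; ADP was read by HTRF.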
pAkt inh: blocks phosphorylation of Akt; 360,000 tested, 0.32% active; Neuro2A IGF-stimulated pAkt S473 HTRF, 20 min; stronger effect = lower value; activity change, % for hits at 50 µM; in the data active = activity change below about -80%; inconclusive = mostly about -51% to -80%; note: % is set by controls: 0 for no effect and ±100 for the full control effect
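Neuro2A cells in DMEM with 0.5% FBS, overnight at 37 deg C, given compound at single 50 µM final, then IGF (6 nM final) for 20 min at 37 deg C. Lysed; phospho-Akt Ser473 by HTRF after 24 h, 665/615 ratio.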
The depositor's hits bear a star; i = inactive; ? = inconclusive; . = not tested or not shown; [ ] = another dose, or the depositor's remark. Unless noted, calls come from the whole dose curve; as a rule, active = well fitted curve in the direction sought with a large enough effect; inconclusive = small, poorly fitted or top-dose-only effect, or another doubt; inactive = no such curve, though single readings can be large; an effect the other way counts as inactive or inconclusive.

SMILES	Nrf2 activator	A549 viability	CCT modulator	HepG2 tox	Nrf2 block	ATXN viability	TGFb inhibitor	Mm-Cpn inhibitor	pAkt inh
O=C(O)CSCC(=O)Nc1ccccc1	-0.3%	5%	-0.3	-5%	-17%	i	7%	.	i
COc1ccc(Cn2c(C(=O)O)c(CNCc3cccc(OC)c3)c3ccc(C)cc32)cc1	11%	8.2µM*	.	-42%	-22%	?	24%	.	.
CCN(C(=O)c1ccc(N2CC3CC(C2)c2cccc(=O)n2C3)c(NC(=O)c2ccncc2)c1)c1cccc(C)c1 (stereo unspecified)	0.3%	1%	1.4	-3%	1%	i	17%	0%	i
O=C(NCc1ccccc1)c1nncc(-c2ccccc2)n1	1.0%	-6%	-1.7	-7%	-10%	i	2%	2%	i
O=S(=O)(CCN1CCN(c2ccccn2)CC1)c1ccc(F)cc1	0.1%	-4%	-1.0	-2%	2%	.	10%	1%	i
CCOC(=O)c1ccc(NC(=O)Cn2nnc(-c3ccccc3C)n2)cc1	3.0%	-15%	0.4	-23%	?	i	?	1%	i
COc1ccc(CCNC(=O)C(=O)c2c(C)[nH]c3ccccc23)cc1	-0.7%	2%	-1.8	-4%	2%	i	7%	0%	.
CC(C)NC(=O)c1nn(C)c2ccccc12	0.6%	-7%	0.5	3%	9%	i	15%	5%	i
CCOc1ccc(-c2ncnn2-c2sc3c(c2C#N)CCCCC3)cc1	3.1%	-1%	.	9%	-7%	i	1%	.	.
CC(C)Oc1ccc(S(=O)(=O)N2CCOCC2)cc1NC(=O)CSc1nnc(C2CC2)n1C	3.1%	.	-1.1	4%	.	?	-1%	.	i
COc1ccc(C(=O)NNC(=O)Cc2ccc([N+](=O)[O-])cc2)cc1	-0.1%	1%	0.5	20%	2%	?	0%	-1%	i
Fc1ccc(N2Cc3ccsc3C=N2)cc1	6.5%	1%	0.2	0%	?	i	6%	?	i
O=C(C1=C[C@H](c2ccc(C(F)(F)F)cc2)C[C@H](OCCCCO)O1)N1CCOCC1	4.5%	9%	-2.7	-11%	8%	i	-9%	.	i
COc1ccc(CNC(=O)COC(=O)c2n[nH]c3ccccc23)cc1	2.6%	0%	-7.7	-8%	10%	i	-28%	-3%	i
COc1cc2c3nnc(-c4ccc(F)cc4)c-3cn(Cc3ccccc3)c2cc1OC	8.1%	7%	-0.8	-112%	1%	i	71%[activator]	-1%	i
CC(=NNS(=O)(=O)c1ccc([N+](=O)[O-])cc1)c1ccc(C)cc1	-0.6%	-8%	0.1	-13%	?	i	15%	.	i
Clc1ccc(CCNC(c2nnc(-c3ccccc3)o2)c2ccccc2Cl)cc1 (stereo unspecified)	0.7%	11%	.	-16%	11%	i	?	.	.
Cc1cccc(OCCCCCN2CCOCC2)c1	0.3%	0%	-0.8	-5%	-1%	i	25%	0%	i
Cc1cc(C(N)=O)c2ccccc2n1	0.0%	2%	1.3	-1%	4%	i	-16%	1%	i
Fc1ccc(-n2ncc3c(Nc4cccc(Cl)c4)ncnc32)cc1	2.9%	-4%	.	-97%	.	?	?	.	.
CCC1=Nc2cc(C(=O)NCCCN3CCN(C)CC3)ccc2Sc2ccccc21	1.7%	2%	1.5	3%	11%	i	-2%	0%	i
CCN(CC)C(=O)CSc1nnc(-c2ccco2)n1N	-0.5%	-1%	-2.9	-7%	5%	i	3%	0%	i
CC(Sc1n[nH]c(=O)n1Cc1ccccc1)C(=O)NCC1CCCO1 (stereo unspecified)	0.4%	-1%	-2.1	-47%	13%	i	-18%	0%	i
O=C(/C(=N\Nc1ccc([N+](=O)[O-])cc1)Sc1nnnn1-c1ccccc1)c1ccccc1	7.6%	-3%	-1.3	-40%	-11%	i	7.9µM*	2%	i
CCc1[nH]nc(C(=O)N2CCCC(CNS(=O)(=O)c3cccs3)C2)c1C (stereo unspecified)	0.1%	-8%	-1.1	3%	11%	i	3%	-1%	i
Nc1c(C(=O)c2ccccc2)sc(Nc2ccccc2)c1S(=O)(=O)c1ccccc1	-0.1%	-21%	-0.4	-4%	?	.	-12%	-16%	.
O=C(CCCc1ccccc1)Nc1cccc([N+](=O)[O-])c1	?	0%	-0.5	-21%	?	i	-20%	1%	i
C/C(=N\NC(=O)c1ccc2c(c1)OCO2)c1cccnc1	-0.6%	0%	-6.0	-2%	?	?	12%	-1%	i
COc1cc(C)ccc1S(=O)(=O)NC1CC(C)(C)NC(C)(C)C1	0.4%	1%	-0.8	-19%	4%	?	-3%	1%	i
Nc1cccc2c(=O)[nH][nH]c(=O)c12	-0.2%	3%	-1.4	9%	0%	i	1%	.	i
CCOc1ccc2nc(-c3ccc(OC)c(OC)c3)cc(C(=O)O)c2c1	0.4%	-5%	-0.2	-5%	2%	i	-7%	-1%	i
CCCn1c(N)c(N(CCOC)C(=O)c2cc3ccccc3cc2OC)c(=O)[nH]c1=O	-0.6%	0%	-0.1	1%	10%	i	-6%	0%	i
CCOC(=O)c1c(C)n(CC(O)CN(C)C)c2cc(Br)c(OC)cc12 (stereo unspecified)	3.7%	1%	-0.6	-18%	-4%	i	28%	1%	i
CC(C)(C)c1nnc(NC(=O)NS(=O)(=O)c2ccccc2)s1	-1.2%	2%	-4.4	-33%	6%	i	0%	1%	i
COc1ccc(Cc2nc3ccc(C(=O)N4CCCC4)cc3o2)cc1	2.6%	-1%	-9.0	-4%	?	i	-1%	0%	i
Cc1ccccc1C(=O)NC1CCN(CC(=O)N2CCCCC2C)CC1 (stereo unspecified)	-0.3%	-3%	1.6	11%	0%	i	-6%	-1%	i
CCCCn1c(=S)[nH]c2c(=O)n(C)c(=O)n(C)c21	-0.1%	.	-0.8	-52%	.	i	-3%	.	i
COc1ccc(NC(=O)CSC(C)c2nc3ccccc3c(=O)[nH]2)cc1 (stereo unspecified)	-0.3%	-6%	-1.2	3%	-16%	?	3%	0%	i
Cc1ccc(S(=O)(=O)Nc2ccc3c(c2)nc(CCN2CCN(c4ccccn4)CC2)n3C)cc1	3.5%	1%	-0.7	3%	?	i	-21%	2%	i
O=c1cc(NC2CCCCCC2)[nH]c(=O)[nH]1	-0.3%	-5%	-4.6	5%	.	?	-8%	-3%	-112%*

Quoted from the listing, ten compounds:
SMILES	Nrf2 activator	A549 viability	CCT modulator	HepG2 tox	Nrf2 block	ATXN viability	TGFb inhibitor	Mm-Cpn inhibitor	pAkt inh
C/C(=N\NC(=O)c1ccc2c(c1)OCO2)c1cccnc1	-0.6%	0%	-6.0	-2%	?	?	12%	-1%	i
COc1cc(C)ccc1S(=O)(=O)NC1CC(C)(C)NC(C)(C)C1	0.4%	1%	-0.8	-19%	4%	?	-3%	1%	i
Nc1cccc2c(=O)[nH][nH]c(=O)c12	-0.2%	3%	-1.4	9%	0%	i	1%	.	i
CCOc1ccc2nc(-c3ccc(OC)c(OC)c3)cc(C(=O)O)c2c1	0.4%	-5%	-0.2	-5%	2%	i	-7%	-1%	i
CCCn1c(N)c(N(CCOC)C(=O)c2cc3ccccc3cc2OC)c(=O)[nH]c1=O	-0.6%	0%	-0.1	1%	10%	i	-6%	0%	i
CCOC(=O)c1c(C)n(CC(O)CN(C)C)c2cc(Br)c(OC)cc12 (stereo unspecified)	3.7%	1%	-0.6	-18%	-4%	i	28%	1%	i
CC(C)(C)c1nnc(NC(=O)NS(=O)(=O)c2ccccc2)s1	-1.2%	2%	-4.4	-33%	6%	i	0%	1%	i
COc1ccc(Cc2nc3ccc(C(=O)N4CCCC4)cc3o2)cc1	2.6%	-1%	-9.0	-4%	?	i	-1%	0%	i
Cc1ccccc1C(=O)NC1CCN(CC(=O)N2CCCCC2C)CC1 (stereo unspecified)	-0.3%	-3%	1.6	11%	0%	i	-6%	-1%	i
CCCCn1c(=S)[nH]c2c(=O)n(C)c(=O)n(C)c21	-0.1%	.	-0.8	-52%	.	i	-3%	.	i

(listing goes on)
SMILES	Nrf2 activator	A549 viability	CCT modulator	HepG2 tox	Nrf2 block	ATXN viability	TGFb inhibitor	Mm-Cpn inhibitor	pAkt inh
CN(CC(=O)Nc1ccc(Cl)c(Cl)c1)CC(=O)Nc1ccc2c(c1)OCO2	-0.5%	-1%	-1.2	-27%	?	i	?	1%	i
CCCCOc1ccc(C(=O)NCC(=O)NCC(=O)OCC)cc1	0.2%	-29%	1.6	-5%	?	i	-4%	2%	i
COC(=O)c1sccc1NC(=O)c1csc(C)c1	5µM*	?	-1.9	-26%	.	i	?	-1%	.
FC(F)(F)Oc1ccccc1C(c1nnnn1Cc1ccccc1)N1CCN(C/C=C/c2ccccc2)CC1 (stereo unspecified)	5.3%	.	0.1	-40%	.	i	?	.	i
NC(=O)C1CCN(c2cc(N3CCOCC3)ccc2[N+](=O)[O-])CC1	0.4%	-11%	-1.2	-25%	6%	i	-6%	0%	i
Cc1ccc(-n2nc(CO)c(C(=O)NCc3cccnc3)n2)cc1C	4.4%	-5%	.	-17%	-6%	.	?	.	.
COc1ccc(C(O)c2ncc(C(F)(F)F)cc2Cl)cc1 (stereo unspecified)	-0.6%	1%	-1.5	-27%	4%	i	1%	-25%	i
COC(=O)C1CCN(C(=O)COC(=O)c2ccc(N3CCCC3=O)cc2)CC1	-0.6%	-5%	-0.5	-1%	7%	.	-21%	1%	i
O=C(Cn1ncc2ccsc2c1=O)N1CCN(c2ccccc2)CC1	-1.2%	3%	.	-15%	?	i	16%	.	.
C=CCn1c(SCC(=O)Nc2nccs2)nnc1-c1ccco1	0.0%	-3%	-1.3	-1%	-2%	i	6%	1%	i
CCC(C)[C@H](NC(=O)N1CCCCC1)C(=O)OC (stereo partly specified)	-0.4%	0%	2.0	13%	0%	i	0%	1%	i
